RTF Ca sens inh: cardiac RTF calcium desensitization | P19429+P45379 | IANBD-labeled cardiac RTF, Ca2+ fluorescence | inhibition, % at 7.15 µM | 0.12% of 340,000 active;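 active means inhibition above the mean inhibition of all tested compounds plus 3 SD, cut at about 17% in these data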;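 further: assay run at fixed EC70 calcium of 1.6 mM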
Keap1-Nrf2 PPI: Keap1-Nrf2 (human) interaction inhibition. Q14145. 0.15% of 340,000 active. inhibition, % at 9.4 µM. Keap1 Kelch-Nrf2 peptide fluorescence polarization, 1536-well; in the data active means inhibition above about 12%;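 further: human Keap1 Kelch domain with fluorescein labeled Nrf2 9mer peptide probe; 0% = neutral control wells and 100% = peptide positive control; higher means more block of Keap1 binding to Nrf2 peptide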
Wnt act: Wnt/beta-catenin pathway activation. Wnt/beta-catenin reporter cell assay, activator, plate reader. activation, % at 9.35 µM. 1.2% of 300,000 active. AID 743398; in the data active means activation above about 30%, passing the limit was not always enough;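 further: 0% = neutral control wells and 100% = positive control wells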
OPRM1-OPRD1 inv: inverse agonists of human mu-delta opioid receptor heterodimerization; 0.21% of 340,000 active; cell-based MOR-DOR heterodimer luminescence, inverse agonism; inhibition, % at 9.3 µM; P35372+P41143; in the data active means inhibition above about 22%, passing the limit was not always enough;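 further: 0% = cells with DMSO and 100% = wells without cells with DMSO; values of inactives mirror those of a sister screen read the other way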
Target sequence (P35372 whole entry, looked up): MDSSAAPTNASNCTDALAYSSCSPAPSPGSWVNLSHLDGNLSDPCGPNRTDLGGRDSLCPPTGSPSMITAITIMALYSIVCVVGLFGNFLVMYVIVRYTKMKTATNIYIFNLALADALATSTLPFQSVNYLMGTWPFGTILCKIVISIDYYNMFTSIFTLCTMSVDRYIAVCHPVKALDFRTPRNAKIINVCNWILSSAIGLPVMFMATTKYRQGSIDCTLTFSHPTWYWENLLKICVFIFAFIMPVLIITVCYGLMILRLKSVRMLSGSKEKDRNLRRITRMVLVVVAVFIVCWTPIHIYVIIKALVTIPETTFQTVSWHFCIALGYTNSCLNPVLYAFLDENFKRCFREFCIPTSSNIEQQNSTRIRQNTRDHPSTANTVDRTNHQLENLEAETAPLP
Target sequence (P41143 whole entry, looked up): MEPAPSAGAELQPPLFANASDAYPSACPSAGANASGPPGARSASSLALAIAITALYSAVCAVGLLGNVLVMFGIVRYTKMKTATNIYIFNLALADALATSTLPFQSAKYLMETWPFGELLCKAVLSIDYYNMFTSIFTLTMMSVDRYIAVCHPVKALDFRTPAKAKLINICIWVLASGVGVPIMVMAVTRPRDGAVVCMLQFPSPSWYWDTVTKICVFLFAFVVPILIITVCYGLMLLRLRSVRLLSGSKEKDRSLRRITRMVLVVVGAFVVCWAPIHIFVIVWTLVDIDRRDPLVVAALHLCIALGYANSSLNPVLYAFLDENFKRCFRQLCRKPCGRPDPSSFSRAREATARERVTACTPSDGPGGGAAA
RTF Ca sens act: increases calcium sensitivity of human cardiac regulated thin filaments. P19429+P45379. IANBD-labeled TnC RTF fluorescence at EC20 calcium; 0% EC20 calcium, 100% full calcium. activation, % at 7.2 µM. 0.24% of 340,000 active. AID 493008;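 active means activation above the mean over all tested compounds plus 3 SD, cut at about 30% in these data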;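 further: rise in fluorescence read as greater calcium sensitivity of cardiac thin filaments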
OPRM1-OPRD1 ag: agonists of human mu-delta opioid receptor heterodimerization. P35372+P41143. cells, OPRM1-OPRD1 heterodimerization, luminescence. activation, % at 9.3 µM. 0.3% of 340,000 active. AID 504326; in the data active means activation above about 18%;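 further: 0% = vehicle-treated cells and 100% = reference agonist; values of inactives mirror those of a sister screen read the other way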
LANA DNA inh: KSHV C-LANA DNA binding inhibition; MBP-C-LANA/FAM-LBS DNA binding, fluorescence polarization; inhibition, % at 9 µM; 0.078% of 340,000 active;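 active means highest replicate inhibition at or above 60% at 9 µM, even if other replicates fall short; inactive means all replicates below 60% inhibition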;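 further: 0% = neutral control wells and 100% = 4 µM acridine orange control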
Arr AP2 block: inhibitors of human beta-arrestin and AP2 interaction | FITC-arrestin peptide / GST-AP2 beads, flow cytometry; AP2 beta2 appendage carries R879A mutation | inhibition, % at 10 µM | 0.31% of 340,000 active;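 active means inhibition above a set limit, near 3 SD of compounds lacking own fluorescence, cut at about 54% in these data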;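 further: plate controls were DMSO wells for no effect and 5 µM unlabelled arrestin peptide for full effect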
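system = GST-tagged AP2 beta2-adaptin appendage (R879A) on 4 µm glutathione beads | reagent = FITC-labelled arrestin peptide probe, 50 nM final | schedule = compound with beads 12 min RT, then probe 1 h RT | signal = HyperCyt-sampled flow cytometry, FL1 channel, ex 488/em 535 nm | read-out = percent response from loss of bead-bound FITC fluorescence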
Pemphigus Ab inh: human desmoglein-3 autoantibody binding inhibition; AID 588358; binding (percent of control), % at 10 µM; 0.48% of 310,000 active; DSG3-coupled beads, scFv-anti-DSG3-GFP binding, flow cytometry; active compounds read low; P32926;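 active means binding more than 3 SD below its plate's average and above zero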;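 further: hits lower antibody fragment binding to DSG3; some compounds called inactive have numbers as strong as hits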
V-ATPase pH: alters yeast V-ATPase proton transport. AID 504577. response, % at 10 µM. S. cerevisiae, pHLuorin cytosolic pH fluorescence. 0.37% of 350,000 active; in the data active means response mostly above about 7.3%, no sharp cut-off; inactive means mostly below about 5.4%; further: actives read high; inactives centre near 0; some compounds called inactive have numbers as strong as hits; reference of the scale not given here
An asterisk follows results filed as active; nt = no result given.

SMILES	RTF Ca sens inh	Keap1-Nrf2 PPI	Wnt act	OPRM1-OPRD1 inv	RTF Ca sens act	OPRM1-OPRD1 ag	LANA DNA inh	Arr AP2 block	Pemphigus Ab inh	V-ATPase pH
COc1ccc(NC(=O)C(NC(=O)c2ccc(=O)[nH]c2)c2ccc(C)cc2)cc1 (stereo not drawn)	2	-4	-2	6	-2	-1.1	-0.3	-3	100	4
Cc1ccccc1N1CCN(C2CCCN(C(=O)CCN3CCCO3)C2)CC1 (stereo not drawn)	-4	-12	-4	2	1	-0.3	-1.0	8	103	-1
CCc1ccc(NC(=O)CCS(=O)(=O)c2ccc3c(c2)CCN3C(C)=O)cc1	0	-5	0	15	-5	-3.0	-0.6	3	104	0
Oc1ccc(C[C@H]2CNC(=S)N2CCc2cc(C(F)(F)F)cc(C(F)(F)F)c2)cc1	2	6	0	-28	-10	4.9	-0.3	7	96	7
Cc1ccc(NC(=O)C(=O)NNC(=O)c2cccs2)cc1	2	-9	2	2	-2	-0.4	-0.2	36	105	-1
O=C(NC(NC(=S)Nc1ccccc1C(=O)O)C(Cl)(Cl)Cl)c1ccccc1 (stereo not drawn)	-5	-8	nt	16	3	-2.5	-0.2	-3	114	0
COc1ccc(NC(=S)NNC(=S)Nc2cccc(C(F)(F)F)c2)cc1	6	-5	-2	13	2	-2.5	0.4	16	98	2
COc1ccc([C@@H]2CC=C(C(=O)O)CN2S(=O)(=O)c2ccc(C)cc2)cc1OC	-6	0	0	9	0	-1.6	2.9	3	113	-2
Fc1ccc(NC(=S)N2CCc3ccccc32)cc1	-1	5	0	0	-2	0.0	1.3	6	100	-1
CCC(CC)C(=O)Nc1cccc(C(=O)Nc2nnc(C)s2)c1	-1	-5	0	3	-1	-0.6	-0.8	7	97	211*
Cc1ccc(-c2noc(CCCN3C(=O)c4ccccc4C3=O)n2)cc1	-2	2	nt	-4	-4	1.0	-0.6	26	102	1
COc1cc2c(cc1OC)NC(=O)C2	-4	-2	1	10	6	-1.9	2.2	22	88	-5
O=C1CC2(CCN(C(=O)c3ccc(Cl)cc3)CC2)Oc2ccccc21	-4	0	-3	10	6	-1.7	0.9	1	113	2
CN1C[C@@H]2[C@@H]3C(=O)N(Cc4ccccc4)C(=O)[C@@H]3[C@](Cc3ccccc3)(C1=O)N2C(=O)c1ccc(F)cc1	7	2	1	7	5	-1.3	2.5	-2	97	-1
O=S(=O)(/C(=C/c1ccc(C(F)(F)F)cc1)c1nc2ccccc2[nH]1)c1ccccc1	-8	-5	-30	-8	7	1.2	-2.0	9	91	-1
CC1CN(C2=N/C(=C/c3ccc4c(c3)OCO4)C(=O)N2)CC(C)O1 (stereo not drawn)	-2	2	-1	2	3	-0.5	0.0	-8	121	-5
CCOC(=O)c1cccc(NC(=O)C2CCCN(S(=O)(=O)c3c(C)nn(C)c3C)C2)c1 (stereo not drawn)	-6	2	-2	-4	-2	0.8	0.8	1	nt	-1
CCCC1(C(=O)OC)NC(c2ccc(OC)cc2OC)C2C(=O)N(c3cccc(C(C)=O)c3)C(=O)C21 (stereo not drawn)	-1	-5	1	9	2	-2.1	-0.8	15	102	3
O=c1cc(CSc2ccc(Cl)cc2)nc(N2CCCCC2)[nH]1	-13	0	18	9	4	-1.7	-0.6	7	99	6
COc1cccc(-c2nc(CS(=O)CC(=O)NCc3ccc(F)cc3)c(C)o2)c1 (stereo not drawn)	-3	-3	0	9	-1	-1.7	-0.6	3	93	-4
CCCOc1ccccc1OCC(=O)Nc1cccc(S(=O)(=O)NC2=NCCC2)c1	-7	0	-4	0	8	0.1	-0.6	50	106	-6
O=C(Cn1cnc2ccccc2c1=O)Nc1ccc(S(=O)(=O)N2CCOCC2)cc1	-14	-3	-3	0	5	0.0	-1.1	3	116	-1
Cc1ccc(-c2csc(C(C#N)=C3CCCC3)n2)cc1	-2	-3	23	-10	3	1.8	1.7	8	101	-4
O=C(OCc1cc2ccccc2[nH]c1=O)C1CCCO1 (stereo not drawn)	-3	-4	1	14	-1	-2.4	-3.1	43	90	-1
CCOC(=O)CNc1nnc(SCC(=O)OCC)[nH]c1=O	-9	-2	3	11	-5	-2.5	0.0	6	nt	9
Cc1ccc(Cl)cc1N(Cc1ccc(C(=O)NCc2cccnc2)cc1)S(=O)(=O)c1ccccc1	-8	4	nt	2	-1	-0.4	-0.4	2	112	-1
O=C(N/N=C/c1cccs1)c1cccc(NC(=O)c2ccccc2Cl)c1	-16	-4	8	3	-5	-0.5	-0.5	0	90	-4
O=S1(=O)C=C(Sc2nnc(-c3ccccc3)o2)c2ccccc21	2	-1	nt	31	-5	-6.0	-0.3	18	94	17*
O=C(C[n+]1ccc(-c2nnc3n2CCCCC3)cc1)c1ccc(Cl)cc1	-4	0	-1	17	-1	-3.4	-0.2	38	107	2
CCC1Nc2ncnc(N3CCOCC3)c2N(Cc2ccc(C)cc2)C1=O (stereo not drawn)	-5	-4	0	8	10	-1.4	0.5	9	104	-3
COc1ccc(CN(CCCN2CCOCC2)S(=O)(=O)N(C)C)cc1OC	9	5	-1	2	0	-0.4	-0.3	12	106	0
Cc1nc(SCC(=O)Nc2nnc(C(C)C)s2)n[nH]1	-5	2	-1	5	2	-1.0	-1.6	10	90	-5
Cc1ccc(S(=O)(=O)C(NC(=O)c2ccccc2)=C(Cl)Cl)cc1	2	3	-4	4	-2	-0.9	2.9	3	nt	-2
O=C(NCc1cccs1)C(=O)NCC1OCCCN1S(=O)(=O)c1cccs1 (stereo not drawn)	2	-6	-4	9	-2	-1.4	-0.4	-8	84	3
COc1ccc2c(CC(=O)N3CCN(S(=O)(=O)c4cccs4)CC3)coc2c1	-7	3	nt	10	5	-1.7	-0.8	19	103	-4
Cc1sc(NC(=O)/C=C/c2ccco2)c(C(=O)OC(C)C)c1C	2	0	-5	4	3	-0.7	-1.0	0	100	6
CC1(C)CC(=O)C2=C(C1)OC(N)=C([N+](=O)[O-])C2c1cccs1 (stereo not drawn)	7	-2	nt	18	1	-4.0	1.0	-2	104	4
CCS(=O)(=O)n1nc(C(=O)N2CCOCC2)nc1N	3	-2	-3	26	-3	-4.2	-1.2	29	nt	-2
Cc1cccc(C(=O)Nc2cccc(C(=O)N/N=C/c3cccc(C)n3)c2)c1	2	-5	3	19	-4	-4.3	-1.8	8	94	-1
COCCn1c(N)c(N(Cc2ccccc2)C(=O)COc2ccccc2F)c(=O)[nH]c1=O	19*	-5	-2	7	-6	-1.8	2.7	6	92	-3
COc1ccc(-c2c(C#N)c(N)nc3c2CCC3)cc1	-7	2	10	2	-4	-0.5	1.4	-2	100	0
CC(C)c1ccc(Nc2ncccc2C#N)cc1	-1	1	nt	-5	1	0.8	1.4	0	98	0
C/C(=N\OC(=O)C1CC1)C1CC1c1ccc(F)cc1 (stereo not drawn)	4	2	-8	0	0	0.0	1.1	47	102	-1
COC(=O)c1nc2nc(-c3cccs3)cc(C(F)(F)F)n2n1	-7	-3	-5	2	-4	-0.2	-0.6	8	93	-4
CCOC(=O)c1cc(CC)sc1NC(=O)CN1CCN(C(=O)c2ccco2)CC1	-8	2	-3	-1	3	0.3	-1.1	18	102	-3
CCCc1c(C)nn(-c2ncccc2[N+](=O)[O-])c1C	-2	1	0	10	3	-2.0	0.9	33	97	-2
C=CCC(CC=C)(NC(=O)c1ccccc1C(=O)O)c1ccccc1	4	0	nt	9	0	-1.7	0.9	-6	98	5
CCOc1ccc(NS(=O)(=O)c2ccc(C(=O)N3CCC3)cc2)cc1	-3	-5	15	23	0	-4.6	-1.3	7	115	2
COc1ccc(NC(=O)CNCCC2=CCCCC2)cc1	2	-2	nt	-1	-6	0.1	-0.6	1	102	-3
CC(NC(=O)/C(=C\c1ccco1)NC(=O)c1ccco1)C(=O)O (stereo not drawn)	-1	1	-1	12	1	-2.2	5.3	-7	107	0
CCC(=O)Nc1cccc(-c2nnc(SCC(=O)NCc3ccco3)n2C)c1	-2	5	nt	14	4	-3.3	-0.3	-32	108	1
CCN(c1ccccc1)S(=O)(=O)c1cccc(C(=O)NCc2cccnc2)c1	-8	6	0	-29	3	4.6	1.4	18	106	-2
CCOc1ncccc1C(=O)OCC(=O)Nc1ccc(C(C)C)cc1	5	-4	1	-16	7	3.2	-1.0	5	91	1
CN(CCC#N)S(=O)(=O)c1cc2c3c(c1)CCN3C(=O)CC2	0	-3	0	22	3	-4.3	-0.7	-2	99	2
CSc1ccccc1C(=O)OCC(=O)NC1CCS(=O)(=O)C1 (stereo not drawn)	2	0	-7	6	-1	-1.1	-1.4	5	101	-2
O=C(O)c1ccc(Sc2nnc(-c3cccc(Br)c3)o2)c([N+](=O)[O-])c1	-9	3	-3	13	2	-2.5	-2.0	0	103	-1
O=C(c1ccc(C(F)(F)F)cc1)C1CCCN(C(=O)c2cnccn2)C1 (stereo not drawn)	-3	-3	1	-2	0	0.4	0.7	18	104	0
c1ccc(CN2CCOCC2)nc1	-16	2	-4	-1	3	0.2	1.1	25	nt	-2
Cc1ccc(-n2c(=O)cc(N3CC(C)CC(C)C3)[nH]c2=O)cc1 (stereo not drawn)	-8	0	nt	1	-4	-0.2	-0.6	-1	95	1
CCc1[nH]nc(C(=O)N/N=C/c2ccncc2)c1C	2	-1	15	20	-4	-3.6	-1.2	-7	111	1

The final three entries of the section above are carried over, then new ones follow:
SMILES	RTF Ca sens inh	Keap1-Nrf2 PPI	Wnt act	OPRM1-OPRD1 inv	RTF Ca sens act	OPRM1-OPRD1 ag	LANA DNA inh	Arr AP2 block	Pemphigus Ab inh	V-ATPase pH
c1ccc(CN2CCOCC2)nc1	-16	2	-4	-1	3	0.2	1.1	25	nt	-2
Cc1ccc(-n2c(=O)cc(N3CC(C)CC(C)C3)[nH]c2=O)cc1 (stereo not drawn)	-8	0	nt	1	-4	-0.2	-0.6	-1	95	1
CCc1[nH]nc(C(=O)N/N=C/c2ccncc2)c1C	2	-1	15	20	-4	-3.6	-1.2	-7	111	1
O=C(N[C@@H](Cc1ccccc1)C(=O)NCCc1c[nH]c2ccccc12)c1ccco1	-3	2	10	-27	-1	3.4	-0.5	16	120	13*
CCOc1ccc(C2CC(c3ccc(F)cc3)n3ncnc3N2)cc1 (stereo not drawn)	-7	-1	-2	4	-8	-0.8	0.5	27	107	1
CCN(CC(=O)Nc1c(F)cccc1F)C(=O)CCN1C(=O)C2CC=CCC2C1=O (stereo not drawn)	-5	4	-3	8	-1	-1.2	-1.5	7	94	6
Cc1ccc(C(=O)Nc2cccc(NC(=O)c3ccc(C)cc3)n2)cc1	nt	nt	0	nt	nt	nt	nt	27	112	1
Cc1ccc(C(=O)N2CCN(C(=O)c3ccccc3)C2c2ccc(N(C)C)cc2)cc1 (stereo not drawn)	-4	-5	nt	15	-8	-3.3	-0.2	-13	101	-1
Cc1ccn2c(C(=O)NN=C3CCCCCCC3)c(C)nc2c1	2	-4	-2	10	1	-2.2	-1.8	38	nt	2

Bioassay records: PubChem, several laboratories

Hits appear at their usual frequency, and some 3.1% of all compounds hit somewhere here.
